# TGFb SMAD3 inh – TGF-b pathway inhibition | Potency, µM (titrated, usually from 46.1 µM), inactives show top-dose activity, negative = inhibition, most hits filed as inhibitors | 1.2% of 410,000 active | HepG2 CAGA-GFP TGF-b/SMAD3 reporter, GFP fluorescence, 18 h; TGF-beta stimulated, 500 pg/mL final; also: potency is read from the fitted curve at half-maximal effect; % is scaled to controls: 0 for no effect and ±100 for the full control effect; nearly all actives have a fitted effect of over 65% in size
#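 Inhibition was scored as loss of TGF-beta-induced (500 pg/mL final, 18 hours, 37 degrees C) GFP in HEPG2 cells carrying a CAGA-GFP reporter, in DMEM with 1% FBS. Well GFP was summed per cell; Activity was normalised to unstimulated and stimulated DMSO wells, then concentration-response fitting.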
# S2 tox – reduces viability in counter-screen for ATXN expression inhibitors. S2 cells (HEK-293 line with an ATXN2-luciferase reporter) viability, CellTiter-Fluor protease fluorescence, 24 h. Potency, µM (top dose mostly 56.7 µM), most hits filed as cytotoxic. 0.49% of 400,000 active. AID 651635; also: potency is read from the fitted curve at half-maximal effect; nearly all actives have a fitted effect of over 40% in size
# Nrf2 inh – Nrf2 pathway inhibition; A549 ARE-Fluc reporter, luciferase luminescence, 18-24 h; Potency, µM (highest dose often 46 µM), for the others: at the highest dose activity change, negative = inhibition, most hits filed as inhibitors; 2.1% of 360,000 active; AID 504444; also: potency is read from the fitted curve at half-maximal effect; % is scaled to controls: 0 for no effect and ±100 for the full control effect; nearly all actives have a fitted effect of over 60% in size
#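 Nrf2 activity is the BugLite luminescence, read 15 min after reagent at room temperature, following CellTiter-Fluor cytotoxicity readout (30 min, 37C). Compound titrations were applied for 18-24 h to 5000 A549 ARE_Fluc cells/well in 5% FBS OPTI-MEM.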
# HepG2 tox – kills HepG2 cells in TGF-b inhibitor counter-screen; 0.76% of 410,000 active; HepG2 CAGA-GFP viability, ATP luminescence, 18 h; Potency, µM (series often up to 46.1 µM), for the others: at the top dose activity change, negative = cytotoxicity, actives largely listed as cytotoxic; also: potency is read from the fitted curve at half-maximal effect; some results filed as inactive show a strong effect at the top dose
#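 HepG2 CAGA-GFP cells (1000/well, DMEM with 1% FBS) received compound, then TGF-beta at 500 pg/mL final, and were incubated 18 hours at 37 degrees C. Viability was read by CellTiter-Glo luminescence. Media-only wells were set as complete cell-killing and DMSO as no toxicity.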
# Nrf2 activator – Nrf2 pathway activation; 0.31% of 410,000 active; Potency, µM (highest dose often 46.1 µM), without a hit: at the highest dose activation, hits mostly activators; AREc32 ARE-luciferase reporter (MCF7-derived line), luminescence, 24 h; also: potency is read from the fitted curve at half-maximal effect; % of control where 0% means no effect; nearly all actives have a fitted effect of over 65% in size
#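 Cells of the AREc32 ARE-luciferase line are plated in OPTI-MEM containing 5% FBS and left overnight at 37 deg C. Compounds are pinned in, incubation continues 24 hr, and firefly luciferase signal is then measured.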
# IL1B secr inh – blocks inflammasome-driven IL-1 beta release. THP-1 LPS/ATP IL-1B secretion, AlphaLISA, 16 h; active compounds read low. activity change, % at 57.5 µM. 4.7% of 360,000 active. AID 743279; in the data active = activity change below about -50%; inconclusive = mostly about -30% to -49%; also: % is scaled to controls: 0 for no effect and ±100 for the full control effect
#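 Secreted IL-1B measured by AlphaLISA bead assay after 16 h compound exposure of THP-1 cells; compounds (final up to 57.5 uM) added 1 h before LPS (250 ng/mL) and ATP (1.25 mM) stimulation; lower signal means less secretion.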
# MCF10A rerep – induces DNA re-replication in MCF 10a normal breast cells; MCF 10A DNA re-replication, Hoechst nuclear intensity, 48 h; Potency, µM (top dose mostly 46.1 µM), for the others: top-dose activity, positive = re-replication, most hits filed as activators; 2.9% of 350,000 active; also: potency is read from the fitted curve at half-maximal effect; % of control where 0% means no effect; nearly all actives have a fitted effect of over 50% in size
# A549 viability – counter-screen for Nrf2 inhibitors: cytotoxicity in A549 cells | A549 ARE-Fluc cells, CellTiter-Fluor viability, 18-24 h | Potency, µM (highest dose often 46 µM), for inactives: top-dose activity change, negative = cytotoxicity, most hits filed as inhibitors | 0.16% of 390,000 active; also: potency is read from the fitted curve at half-maximal effect; % is scaled to controls: 0 for no effect and ±100 for the full control effect
#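 Cytotoxicity counterscreen: CellTiter-Fluor fluorescence was measured in A549 ARE_Fluc cells after 18-24 h of compound exposure in a concentration series. The subsequent BugLite luminescent read reports ARE-luciferase activity.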
# ATXN2 expr inh – reduces ATXN2 reporter expression in HEK-293 cells; HEK-293 ATXN2-luciferase reporter, luminescence, 24 h; Potency, µM (series often up to 57 µM), for the others: top-dose activity change, negative = inhibition, hits mostly inhibitors; 0.72% of 360,000 active; also: potency is read from the fitted curve at half-maximal effect; % is scaled to controls: 0 for no effect and ±100 for the full control effect; nearly all actives have a fitted effect of over 55% in size
#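 ATXN2-luciferase reporter cells (luciferase flanked by upstream and downstream ATXN2 gene portions) were treated 24 h at 37 °C with compounds at up to 57 uM. SteadyGlo luminescence gave expression; GF-AFC fluorescence gave viability.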
# * = called active by the depositor; i = inactive; ? = inconclusive; nt = not tested or not shown; & = joins results of further samples; [ ] = another dose, or the depositor's remark. Unless noted, calls follow the shape of the dose curve; as a rule, active = well fitted curve in the direction sought with a large enough effect; inconclusive = small, poorly fitted or top-dose-only effect, or another doubt; inactive = no such curve, though single readings can be large; an effect the other way counts as inactive or inconclusive.
SMILES,TGFb SMAD3 inh,S2 tox,Nrf2 inh,HepG2 tox,Nrf2 activator,IL1B secr inh,MCF10A rerep,A549 viability,ATXN2 expr inh
C[C@H](CO)N1C[C@H](C)[C@@H](CN(C)C(=O)Cc2ccccc2)OCCCC[C@H](C)Oc2ccc(NC(=O)NC3CCCCC3)cc2C1=O,-10%,?,nt,-18%,4.4%,-9,nt,nt,-15%
CCC(C(=O)NC1CCCCC1)n1c(SCc2cccc(F)c2)nc2ccncc21 (stereo not given),?,?,?,-26%&-12%,2.2%&5.7%,-7,-7%,?,-11%
Cc1cc(C)n(-c2ccc(C(=O)Nc3cc(C(F)(F)F)ccc3N3CCOCC3)cc2)n1,?,i,-3%,-32%,2.5%,-11,0%,0%,-15%
Cc1ccc(CN2CC(C(=O)N3CCN(S(=O)(=O)c4ccccc4)CC3)CC2=O)cc1 (stereo not given),-6%,i,-11%,-15%,1.9%,-19,?,4%,-3%
COc1cc(C2CC(=O)Nc3cc(C)c(C)cc32)cc(OC)c1OC (stereo not given),4%,i,-22%,-13%,3.9%,3,?,-3%,-20%
CC(=O)Nc1cccc(NC(=O)c2ccc([N+](=O)[O-])cc2Cl)c1,8%,?,0%,-2%,-0.3%,3,3%,8%,-14%
CCOc1ccc(NC(=O)CSc2nc3c(oc4ccccc43)c(=O)n2CCOC)cc1,-13%,i,?,-25%,0.4%,nt,nt,0%,6%
Cc1ccc(C(=O)NC(=S)NCC2CCCO2)cc1[N+](=O)[O-] (stereo not given),-2%,i,15%,1%,2.0%,9,6%,0%,0%
O=C(CN1CCCCC1)Nc1ccccc1-c1ccccc1,16%,i,-5%,-1%,2.6%,-19,2%,12%,-2%
COc1cc(C(=O)NC2CCN(C)CC2)ccc1Nc1ncc2c(n1)N(Cc1ccccc1)CCC(=O)N2C,44%[activator],?,-9%,-52%,?,55,23µM*,-20%,27%
Cc1nn(-c2ccc3ccccc3c2)c(=O)c2ccccc12,-17%,i,?,-21%,?,44,24%,-20%,nt
COc1cccc(/C=C/C(=O)Nc2ccc3nc(N4CCN(C)CC4)cc(C)c3c2)c1OC,?,?,4%[9.27 µM],-75%,-5.0%,nt,nt,-9%,-13%
COc1cc(CNCCN2CCOCC2)ccc1OCc1ccc(Cl)cc1,37%[activator],i,?,-33%,5.7%,?,?,0%,5%
O=C(Nc1cccc([N+](=O)[O-])c1)ONC1=NCCCCC1,-2%,?,6%,6%,12%,-17,1%,-4%,-14%
COc1cc2c(cc1OC)C(/C=C/c1ccco1)=NCC2,-7%,i,-23%,-75%,-0.5%,-76*,-2%,-16%,nt
O=C(Nc1cccc(Cl)c1N1CCCC1)c1ccco1,-13%,i,8%,-12%,2.6%,?,?,1%,-9%
COCCNC(=O)C1CCCN(C(=O)c2ccc(OC)c(F)c2)CC1 (stereo not given),0%,i,nt,6%,-0.4%,4,nt,nt,1%
COC(=O)CC1Oc2ccccc2-n2cc(-c3ccc(C)cc3)nc21 (stereo not given),11%,i,-21%,-2%,0.5%,nt,nt,2%,-1%
O=C(O)CSC1CC(=O)N(c2ccc(Cl)cc2)C1=O (stereo not given),0%,i,2%,-11%,-0.4%,-7,1%,6%,-1%
CN(C)c1nnnn1-c1ccc(Oc2ncc(C(F)(F)F)cc2Cl)cc1,5%,i,?,-1%,0.0%,28,-4%,8%,-24%[11.3 µM]
Nc1nc(COc2ccccc2)cs1,-16%,i,?,-31%,-0.9%,-1,0%,-3%,18%
Cc1cccc(C)c1Nc1c(-c2cccs2)nc2ncccn12,-19%,i,-13%,-21%,-1.0%,nt,nt,2%,-17%
CCc1ccccc1NC(=O)CSc1nnc(C2CC2)n1CC1CCCO1 (stereo not given),0%,i,-14%,-2%,-0.1%,-3,-7%,1%,11%
COC(=O)c1nc(NC2=NCCCCC2)n[nH]1,10%,?,-16%,0%,-0.7%,11,-1%,-17%,-4%
CC1CCN(S(=O)(=O)c2cccc(C(=O)NNC(=O)c3ccco3)c2)CC1,3%,i,-8%,-10%,-0.1%,-7,0%,-9%,9%
O=C(Nc1ccc(F)cc1)Nc1ccc(S(=O)(=O)N2CCCC2)cc1,?,?,?,-47%,2.5%,-18,1%,-4%,nt
CCOC(=O)c1cccc(NC(=O)c2cnc3sc(N4CCOCC4)nn3c2=O)c1,0%,i,-28%,-7%,4.8%,nt,nt,-4%,-10%
COc1ccc(C2(CNC(=O)c3cc(OC)c(OC)c(OC)c3)CCCC2)cc1OC,15%,?,?,-1%,2.0%,-2,19%,0%,-24%[2.22 µM]
COc1ccc(C(C)(O)c2nc(-c3ccc4c(c3)OCO4)cs2)cc1 (stereo not given),25%,i,nt,-1%,-1.3%[9.22 µM],42,nt,nt,-4%
O=c1c2ccc([N+](=O)[O-])cc2ncn1CCOc1ccc(Cl)cc1,?,i,-3%,-33%,4.3%,-6,?,1%,-18%
CCCCCC(=O)N1CCN(CCN=CC2=C(O)CC(c3ccco3)CC2=O)CC1 (stereo not given),-9%,i,18%,-12%,-0.4%,0,1%,1%,-5%
Cc1ccc(-c2nc(C)c(CCNC(=O)C(=O)Nc3cc(C)ccc3C)s2)cc1,4%,i,nt,7%,-1.4%,nt,nt,4%,12%
Clc1nc(Cl)nc(N(c2ccccc2)c2ccccc2)n1,?,i,2%,-46%,1.5%,1,-2%,-14%,-1%
COc1ccccc1N1CCN(c2ncnc3c2cnn3C)CC1,0%,nt,nt,-2%,0.0%,nt,nt,0%,nt
C=CCn1c(C)nnc1SCC(=O)Nc1cc(S(=O)(=O)N2CCCC2)ccc1Cl,9%,i,-6%,-3%,0.0%,21,-1%,0%,2%
CCOc1ccc(C2CC(=O)c3c([nH]c(C(=O)OCCOc4ccccc4)c3C)C2)cc1 (stereo not given),-16%,i,-11%,-25%,9.8%,nt,nt,1%,-1%
O=C(COC(=O)CNS(=O)(=O)c1ccccc1)Nc1ncc(Cl)cc1Cl,0%,i,6%,2%,0.0%,-16,13%,5%,nt
COc1ccc(-c2c(-c3ccccc3)c(C(=O)C(=O)NCCCN(C)C)n3ccc4cc(OC)c(OC)cc4c23)cc1OC,?,i,17%,-81%,6.1%,-28,?,0%,-14%
COc1cccc(C2CC(c3ccc(C)cc3)n3nc(N)nc3N2)c1 (stereo not given),-1%,i,7%,-45%,7.6%,-15,29%,?,?
CCc1cccc(NC(=O)c2cnc(SC)nc2-c2ccccc2)c1,?,i,?,-27%,19%,nt,nt,0%,-19%
CC(C)c1ccc(NC(=S)NN2CCOCC2)cc1,-30%,i,15%,-10%,0.7%,-3,-2%,1%,49%[activator]
CC(=O)c1ccc(O[C@@H]2O[C@H](CO)[C@@H](O)[C@H](O)[C@H]2O)cc1,5%,i,1%,4%,0.0%,8,3%,-9%,2%
Cn1cccc1CC(=O)NNC(=O)Nc1ccccc1F,5%,?,6%,2%,0.1%,5,1%,0%,12%
CCC(C)C(NC(=O)C1CCC(C)CC1)C(=O)NCCc1ccc(S(N)(=O)=O)cc1 (stereo not given),-16%,i,-9%,-17%,-0.5%,5,10%,3%,nt
CCc1nonc1NC(=O)COc1ccc(Cl)c(C)c1,-4%,i,1%,6%,0.1%,0,2%,0%,5%
CC1=Nc2ncnn2C(c2ccccc2)/C1=N\O (stereo not given),3%,?,9%,-18%,-0.2%,27,12%,3%,-7%
CCOC(=O)c1cc2c(ccn2C)n1CC(=O)N1CCN(c2cccc(C(F)(F)F)c2)CC1,16%,i,?,-8%,1.9%,-1,1%,9%,-4%
CCC(=O)N1CCc2cc(S(=O)(=O)CCC(=O)Nc3ccc(OC(F)(F)F)cc3)ccc21,11µM*,i,?,-18%,1.4%,nt,nt,3%,-22%
CCc1ccc(-n2nc3ccc(NC(=O)c4ccc5c(c4)OCO5)cc3n2)cc1,0%,?,-21%,5%,-1.0%,8,36%[0.0737 µM],-9%,?
CN(C)c1ccc(NS(=O)(=O)c2cc3c4c(c2)CC(=O)N4CCC3)cc1,-6%,i,-25%,-6%,2.4%,4,16%,4%,nt
CC(=O)C1=C(C)NC(=O)NC1c1cccc(O)c1 (stereo not given),15%,i,11%,-19%,-0.1%,9,3%,-13%,0%
O=C1c2nc3ccccn3c2C(=O)N1Cc1ccccc1,-1%,i,-2%,0%,-0.1%,3,-1%,-2%,-7%
Cc1ccc(Cn2cnc3ccccc32)cc1C,-25%,i,?,-39%,-0.4%[9.22 µM],3,18%,0%,1%
COCCN(C(=O)c1ccc(OCC(C)C)cc1)c1c(N)n(Cc2ccccc2)c(=O)[nH]c1=O,-16%,i,-2%,-38%,-0.2%,-3,2%,1%,-1%
CCS(=O)(=O)c1ncc(Cl)c(C(=O)N2CCN(c3cccc(Cl)c3)CC2)n1,1µM*,nt,23µM*,3.2µM*,-5.7%,nt,nt,?,nt
CC(=O)Nc1cc(-c2ccc(F)cc2)cn2c(-c3ccc(F)c(Cl)c3)cnc12,-6%,i,nt,-27%,22%,-13,nt,nt,-26%
Cc1cc(C)nc(SCCN(C)C)n1,-1%,i,16%,5%,-1.2%,24,-9%,1%,13%
CCCC(=O)NNC(=O)CCC(=O)NCc1ccccc1,24%,i,-7%,-18%,-0.3%,-12,-1%,16%,6%

# Given tab-delimited: entries from further up
structure	TGFb SMAD3 inh	S2 tox	Nrf2 inh	HepG2 tox	Nrf2 activator	IL1B secr inh	MCF10A rerep	A549 viability	ATXN2 expr inh
CCc1ccccc1NC(=O)CSc1nnc(C2CC2)n1CC1CCCO1 (stereo not given)	0%	i	-14%	-2%	-0.1%	-3	-7%	1%	11%
O=C(CN1CCCCC1)Nc1ccccc1-c1ccccc1	16%	i	-5%	-1%	2.6%	-19	2%	12%	-2%
